rCAG RNA binder: molecules binding r(CAG) RNA repeats | AID 651821 | inhibition, % at 3 µM | 370,000 compounds, 1.3% hits | r(CAG) RNA repeat, TO-PRO-1 dye displacement fluorescence;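 active means inhibition above the plate cutoff, the mean of all test compounds on that plate plus 3 SD, cut at about 35% in these data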;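 further: 0% = DMSO alone and 100% = 100 µM mitoxantrone as full dye displacement; higher means more dye released from RNA so lower well fluorescence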
TCR-CD3 inh: blocks the human TCR-CD3 interaction | TAMRA-labeled TCR probe fluorescence, biochemical | inhibition, % at 9.4 µM | 360,000 compounds, 0.37% hits | AID 651800; in the data active means inhibition above about 19%;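 further: recombinant mutant TCR 2C K166C tagged with TAMRA read by polarization; 0% = receptor in buffer alone and 100% = receptor with positive control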
PRMT1 inh: inhibitors of human PRMT1; Q99873; 370,000 compounds, 1.3% hits; recombinant PRMT1, activity-based probe fluorescence polarization; AID 652257; inhibition, % at 2.79 µM;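 active means inhibition above about 21% made by adding two undisclosed values, limit read from the data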
Target sequence (Q99873 whole entry, looked up): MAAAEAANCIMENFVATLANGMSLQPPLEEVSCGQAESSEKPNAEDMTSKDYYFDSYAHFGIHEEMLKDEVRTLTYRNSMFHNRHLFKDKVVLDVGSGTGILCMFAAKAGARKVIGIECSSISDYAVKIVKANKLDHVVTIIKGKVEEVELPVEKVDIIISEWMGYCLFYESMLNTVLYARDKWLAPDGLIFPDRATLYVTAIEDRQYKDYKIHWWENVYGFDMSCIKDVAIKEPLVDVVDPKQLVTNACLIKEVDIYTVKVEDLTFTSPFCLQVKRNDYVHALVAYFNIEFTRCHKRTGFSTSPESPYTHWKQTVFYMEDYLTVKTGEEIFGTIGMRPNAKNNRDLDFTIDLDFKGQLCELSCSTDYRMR
SIAE primary: inhibitors of human sialic acid acetylesterase SIAE; 370,000 compounds, 0.69% hits; inhibition, % at 9.66 µM; Q9HAT2; AID 1053197; SIAE FP-Rh probe binding, fluorescence polarization;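 active means inhibition above a cutoff: mean of compounds within the control limits plus 3 SD of those, cut at about 17% in these data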;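 further: 0% = plate median of compound wells and 100% = probe without SIAE protein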
LEDGF integ inh: blocks HIV-1 LEDGF/p75-dependent DNA integration. 370,000 compounds, 0.64% hits. TR-FRET IN-LEDGF/p75 DNA integration, Eu/Cy5. inhibition, % at 3.7 µM. AID 743269;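 active means inhibition above the screen-wide mean plus 3 SD, cut at about 13% in these data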;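 further: signal is the Cy5 over europium emission ratio at 671 and 618 nm; 0% = plate median of compound wells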
ABHD4 inh: inhibits mouse alpha/beta hydrolase domain 4 | purified mABHD4, FP-Rh probe fluorescence polarization | 370,000 compounds, 0.54% hits | inhibition, % at 8.92 µM;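 active means inhibition exceeding the mean over every tested compound plus 3 SD, cut at about 30% in these data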;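 further: 0% = plate median of compound wells and 100% = S159A mutant with DMSO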
Target sequence (Q8VD66 whole entry, looked up, the tested form may be a part): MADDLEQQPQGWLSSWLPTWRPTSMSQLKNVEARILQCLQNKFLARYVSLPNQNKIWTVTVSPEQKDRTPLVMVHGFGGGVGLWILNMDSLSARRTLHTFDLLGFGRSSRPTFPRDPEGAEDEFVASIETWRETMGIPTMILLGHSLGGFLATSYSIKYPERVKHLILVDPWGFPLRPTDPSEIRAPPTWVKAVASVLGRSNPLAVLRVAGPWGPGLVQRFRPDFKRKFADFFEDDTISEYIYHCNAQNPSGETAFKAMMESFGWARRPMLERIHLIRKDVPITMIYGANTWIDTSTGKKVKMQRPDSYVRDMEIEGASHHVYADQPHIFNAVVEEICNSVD
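Test system: mABHD4 protein; Read-out basis: % inhibition; Incubation: 45 min + 60 min at 25 °C; Repeats: single replicate; Technique: fluorescence polarization with parallel and perpendicular emission, 525/598 nm; Compound: 8.92 µM, single dose; Benchmarks: full inhibition S159A mutant plus DMSO, zero as sample-well median.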
HTRA1 inh: HTRA1 (human) protease inhibition; recombinant HTRA1, FP-rhodamine activity-based probe, fluorescence polarization; inhibition, % at 5.96 µM; 340,000 compounds, 0.5% hits; in the data active means inhibition above about 36%;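 further: 0% = enzyme with DMSO and 100% = wells lacking enzyme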
TDP2 inh: TDP2 (human) inhibition, absorbance primary screen. O95551. recombinant TDP2, T5PNP hydrolysis, p-nitrophenol absorbance 415 nm. inhibition, % at 12.8 µM. 370,000 compounds, 0.34% hits;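 active means inhibition above the mean of all tested compounds plus 3 SD, set per campaign, cut at about 25% in these data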;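 further: 0% = DMSO with enzyme and 100% = buffer with substrate but no TDP2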
Target sequence (O95551 whole entry, looked up): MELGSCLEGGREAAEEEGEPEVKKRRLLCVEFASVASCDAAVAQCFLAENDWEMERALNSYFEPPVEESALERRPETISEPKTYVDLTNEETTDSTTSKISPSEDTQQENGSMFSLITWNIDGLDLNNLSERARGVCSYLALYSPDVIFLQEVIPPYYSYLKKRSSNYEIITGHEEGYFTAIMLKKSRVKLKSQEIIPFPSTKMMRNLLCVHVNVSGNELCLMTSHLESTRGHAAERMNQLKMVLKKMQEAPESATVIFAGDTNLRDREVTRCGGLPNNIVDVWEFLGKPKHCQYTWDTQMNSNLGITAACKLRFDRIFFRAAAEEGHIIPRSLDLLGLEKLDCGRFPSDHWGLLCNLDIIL
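Read-out basis: percent inhibition. System: recombinant human TDP2. Buffer or medium: Mg2+-containing Tris-HCl buffer, pH 7.5. Repeats: single replicate. Timing: reaction 2 h, 37 °C. Benchmarks: high control without enzyme, low control DMSO plus TDP2. Probe or stimulus: 5 mM T5PNP. Doses: 12.8 µM only. Measured by: epi absorbance of p-nitrophenol freed from T5PNP by hydrolysis.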
PG9 Ab binder: PG9 antibody binding by small molecule. TR-FRET gp120-PG9 antibody binding. inhibition, % at 6.7 µM. 360,000 compounds, 0.43% hits; in the data active means inhibition above about 8.5%
NR1D1 modulator: modulators of human Rev-erb alpha DNA binding | activity, % at 10 µM | P20393 | Rev-erbα–FITC-DNA binding, fluorescence polarization, 90 min | 370,000 compounds, 0.79% hits;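 active means activity above about 14%, limit read from the data; passing the limit was not always enough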;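 further: 0% = DMSO wells with 35 nM protein and 100% = DMSO wells with 750 nM protein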
Starred values were filed as active, the others as inactive; · = not tested or not shown.

SMILES	rCAG RNA binder	TCR-CD3 inh	PRMT1 inh	SIAE primary	LEDGF integ inh	ABHD4 inh	HTRA1 inh	TDP2 inh	PG9 Ab binder	NR1D1 modulator
CC(C)Sc1nc(N2CCOCC2)c2c(c1C#N)CC(C)(C)N(C)C2	-6	-1	7	-5	-1	0	-2	0	1.6	-4
CCN(CC)CCCNC(=O)c1cc(Cl)c(NC(=O)C2=C(C)OCCS2)cc1OC	0	3	-5	0	-1	5	-3	5	-1.8	-3
NC(=O)C1CCN(C(=O)NC(=O)c2ccccc2)CC1	1	10	-5	-4	0	-1	-3	-1	-2.5	2
Cc1cc(=O)n2[nH]c(-c3ccccc3Cl)cc2n1	1	5	0	4	-1	1	0	-13	-1.3	3
O=C(NCCC(=O)N1CCC2(CC1)NCCc1[nH]cnc12)c1ccc(F)c(F)c1	-1	-5	3	2	0	5	1	-1	0.6	1
CC(C)c1cc(C(F)(F)F)n2nc(C(=O)O)cc2n1	1	0	0	2	-2	3	3	-10	0.0	-6
CCc1ccc(NC(=O)CSc2nc3ccccc3nc2N2CCCC2)cc1	7	8	-4	-5	5	-3	-3	-3	0.4	-4
NC(=O)NC(=O)CC1S/C(=N/N=C2/NC(=O)CS2)NC1=O (stereo not given)	-2	-4	1	7	-6	8	-3	-4	-1.0	-7
CCCC1CCC2(CC1)CCC2OC(=S)Nc1ccccc1Br (stereo not given)	·	·	-2	-1	-1	-1	·	18	·	2
COc1ccc(Cl)cc1C(=O)Nc1ccc2c(c1)OCCO2	3	-9	2	-3	2	-6	-6	-15	1.9	3
COC(=O)c1ccc(NC(=O)CN(C2CCCCC2)S(C)(=O)=O)cc1	-1	-2	-1	0	-1	0	-1	8	-1.9	-4
COc1ccc(/C=C/C(=O)c2ccccc2)cc1Cn1nnc2ccccc21	4	-1	1	-12	-1	-2	-33	-5	-1.4	-2
Cn1c(N)c(C(=O)Nc2ccccc2F)sc1=S	-2	-9	7	2	-3	2	4	-3	0.3	3
COc1ccc(Nc2nc(N)c([N+](=O)[O-])c(N3CCOCC3)n2)cc1	1	-4	-3	14	0	5	-2	3	-1.2	4
O=C1CCCN1CCCNc1ncnc2c1[nH]c1ccc(Cl)cc12	5	5	0	-3	-1	9	3	-9	0.3	-6
COc1ccccc1OCc1ccc(C(=O)NCC2CCCO2)cc1 (stereo not given)	-1	4	-2	9	2	2	1	-3	1.0	3
c1cc2c(cc1CN1CCN(C3CCCCCC3)CC1)OCO2	0	-6	-4	6	8	17	2	14	-2.4	-4
NC(=O)C1CC(=O)N(c2ccc(OCc3c(F)cccc3Cl)cc2)C1 (stereo not given)	0	3	-2	0	2	6	-4	-4	-2.1	3
COCCn1cnnc1SCC(=O)Nc1ccccc1C(=O)Nc1ccc2c(c1)OCO2	-3	12	0	4	0	1	3	5	-0.3	-8
COc1ccc(NC(=O)COC(=O)/C=C/c2cccs2)c(OC)c1	5	1	0	7	2	9	-8	8	-1.2	-1
CCOc1ccc(Nc2nc(Cc3nnc(SCC(=O)NC4CCCCC4)n3C)cs2)cc1	-5	1	-1	6	-1	1	1	1	-0.1	-3
CC1CCC2(CC1)N=C(N)Nc1nc3ccccc3n12 (stereo not given)	11	-7	1	-4	-6	-5	-3	-13	0.9	3
CC(=O)c1cccc(NC(=O)COC(=O)c2n[nH]c3ccccc23)c1	4	5	0	-7	2	-1	-4	-3	1.1	4
Cc1ccc(Nc2nc3ccccc3nc2Nc2c(C)n(C)n(-c3ccccc3)c2=O)cc1	-1	5	-2	1	-4	2	9	4	1.2	6
C=C(O[C@H]1[C@H](O)CC=C(C(=O)O)[C@@H]1O)C(=O)O	1	·	-6	-4	1	3	·	-1	·	-12

Compound profiles, as listed above.
COc1ccc(Nc2nc(N)c([N+](=O)[O-])c(N3CCOCC3)n2)cc1 across the screens: rCAG RNA binder: 1; TCR-CD3 inh: -4; PRMT1 inh: -3; SIAE primary: 14; LEDGF integ inh: 0; ABHD4 inh: 5; HTRA1 inh: -2; TDP2 inh: 3; PG9 Ab binder: -1.2; NR1D1 modulator: 4
C=C(O[C@H]1[C@H](O)CC=C(C(=O)O)[C@@H]1O)C(=O)O across the screens: rCAG RNA binder: 1; TCR-CD3 inh: ·; PRMT1 inh: -6; SIAE primary: -4; LEDGF integ inh: 1; ABHD4 inh: 3; HTRA1 inh: ·; TDP2 inh: -1; PG9 Ab binder: ·; NR1D1 modulator: -12

Following part:
SMILES	rCAG RNA binder	TCR-CD3 inh	PRMT1 inh	SIAE primary	LEDGF integ inh	ABHD4 inh	HTRA1 inh	TDP2 inh	PG9 Ab binder	NR1D1 modulator
Cc1ccc(C(=O)Nc2ccccc2C(=O)NC(CC(=O)O)C(=O)O)cc1 (stereo not given)	6	-1	-1	-1	5	-6	-4	-14	-0.4	6
FC(F)(F)c1nnc2c(Sc3ccccc3)nc3ccc(Cl)cc3n12	1	0	-3	-4	0	-2	-3	1	-1.6	5
CCOC(=O)c1c(NC(=O)CSc2nnc(-c3ccc(C)cc3)o2)sc(C(C)=O)c1C	0	-1	-2	1	4	3	4	8	-1.4	10
Nc1nnc(CCCCCc2nnc(N)s2)s1	0	-4	4	2	-1	8	-5	3	-0.9	-2
Cc1cc(C)c(C)c(C(=O)COC(=O)CNC(=O)CN2C(=O)c3ccccc3C2=O)c1C	4	-3	-4	-11	6	-7	0	-5	-4.5	-9
COc1ccc(-c2nn(-c3ccccc3)cc2C(=O)O)cc1N	2	2	0	-2	-2	1	5	-1	-4.7	1
O=C1COc2ccc(C(=O)COC(=O)c3ccc4ccccc4n3)cc2N1	4	2	-3	-6	1	5	-3	8	1.3	-9
COc1ccc(CNCC(=O)Nc2sccc2C#N)cc1	7	0	3	0	5	12	·	6	-2.3	-4
CCC(C)c1c(O)nc(SCC(=O)c2ccccc2)[nH]c1=O (stereo not given)	3	-1	52*	5	0	-3	4	6	-4.3	-3
Cc1c2c(nc3c(C)cccc13)OC(C)C2 (stereo not given)	1	-8	1	0	-3	6	3	2	1.9	0
Cc1nnsc1C(=O)Nc1cc(Cl)ccc1Cl	-2	10	0	0	1	-5	-1	4	-1.8	-4
CC(C)Cn1c(=O)[nH]c2ccccc21	0	6	-2	-3	0	2	3	2	2.2	-2
C/C(CC(=O)Nc1cccc(C(F)(F)F)c1)=N/NC(=O)C(=O)NCCO	4	0	-2	4	4	-11	·	2	-1.8	1
O=S(=O)(c1cccc(-c2csc(-c3cccnc3)n2)c1)N1CCCCC1	1	1	2	-9	-1	-18	-42	1	0.1	5
Cc1ccc(S(=O)(=O)c2c(C)cc(-c3ccccc3)[nH]c2=O)cc1	-1	-1	1	-1	4	9	-12	-2	0.8	5
CCn1cc(C(=O)Nc2ccc(OC)c(S(=O)(=O)N3CCCCC3)c2)c(=O)c2ccc(C)nc21	24	-1	5	-3	-1	9	-1	13	-0.2	1
CN1C(=O)c2ccc(Oc3ccccc3)cc2C1=O	-2	-2	4	0	-1	-17	3	-6	1.6	4
COc1ccccc1NS(=O)(=O)c1cccc(C(=O)NNC(=O)c2ccc(=O)[nH]c2)c1	4	-4	7	-3	-6	-10	-5	-16	-0.9	4
COc1ccccc1NC(=O)CSc1nncs1	2	8	3	0	1	4	5	-1	-0.1	10
CCN1C(=O)[C@H]2[C@@H](c3ccc(C)cc3)N3C(=O)N(c4ccc(OC)cc4)C(=O)[C@@]3(CC)[C@H]2C1=O	-2	-3	-1	0	0	-4	0	4	-1.1	7
CC(O)(c1cccc(F)c1)c1nc(-c2ccccc2)cs1 (stereo not given)	2	4	1	-6	0	-23	·	-1	-0.7	-3
O=C(Nc1ccccc1-c1nc2ccccc2[nH]1)c1ccc(N2C(=O)CCC2=O)cc1	7	5	0	-21	3	-4	-18	2	1.4	14
CCCCC[C@H]1CN(CCc2ccccc2)C(=O)[C@@H]1CC(=O)NCc1ccc(OC)cc1	-5	-3	2	2	3	-2	-32	-7	-2.0	1
Cc1c(C(=O)OCC(=O)NC(C)c2ccccc2)oc2ccccc12 (stereo not given)	-3	2	-1	-3	1	-1	2	5	0.2	1
CN(C)S(=O)(=O)c1ccc(N=Cc2c(C(F)(F)F)[nH]n(C)c2=O)cc1	4	-2	-3	-2	2	0	0	-24	-4.8	7

Continued.
SMILES	rCAG RNA binder	TCR-CD3 inh	PRMT1 inh	SIAE primary	LEDGF integ inh	ABHD4 inh	HTRA1 inh	TDP2 inh	PG9 Ab binder	NR1D1 modulator
CC1=C(C(=O)N(C)C)CC(CC(=O)NCCCN(C)C)C(=O)N1CCCN1CCCC1=O (stereo not given)	5	1	0	-4	-2	2	·	-5	0.9	0
O=C(CSc1ccc(-c2ccco2)nn1)Nc1ccc(F)cc1	3	5	10	10	0	-2	-2	-1	-3.5	-5
Cn1nc(-c2ccc(Cl)cc2)c2cc(C(=O)NC3CC3)sc21	2	2	2	-38	-3	-9	-6	4	-0.7	-2
COc1cccc(CN(C)C(=S)Nc2ccc(C)c(C)c2)c1	-4	5	-2	8	1	2	-3	-10	-0.1	-1
CC(=O)N/C(=N/c1nc(C)cc(C)n1)Nc1cccc(C)c1C	0	5	-3	-3	4	-4	13	4	-0.4	2
Cc1cc(C)cc(OCCn2ccnc2)c1	-4	-4	-3	-9	-2	-3	-2	18	0.9	-5
COc1ccc(C(=O)COC(=O)/C=C/c2ccccc2[N+](=O)[O-])cc1	1	11	-1	-15	0	-5	-1	8	-1.4	-3
COc1cc(C2Nc3ccccc3NC3=C2C(=O)CC(c2ccc(OC)c(OC)c2)C3)ccc1O (stereo not given)	-2	6	-5	6	-1	1	-2	-5	-3.9	-6
CC(C)CC1OC(C)Cc2[nH][nH]c(=O)c21 (stereo not given)	0	-4	-2	6	-1	8	·	12	0.8	-9
COCCCN(CC(=O)Nc1ccc(N2CCOCC2)cc1)S(=O)(=O)c1ccccc1	-3	5	-5	0	3	-15	1	-2	-0.2	-5
c1ccc2[nH]c(SCc3cn4cccnc4n3)nc2c1	-2	0	8	1	-2	5	10	-14	-1.5	3
COc1ccc([C@H]2N[C@]3(CCCN(Cc4ccco4)C3=O)[C@H]3C(=O)N(C)C(=O)[C@@H]23)cc1	12	5	0	7	-2	0	-2	6	-0.1	-5
CC(=O)N=c1n(C)c2ccccc2n1CCOc1ccccc1	-3	8	4	-7	3	4	1	-4	-2.2	-3
COc1ccc2[nH]c(=O)c(CN(Cc3cccs3)Cc3nnnn3Cc3ccccc3)cc2c1	4	-4	2	-9	-5	-2	-3	9	1.3	-2
Nc1ccc(S(=O)(=O)NC2=NCCCCC2)cc1N	1	5	-5	11	4	1	3	13	0.2	-32
Cc1ccc(S(=O)(=O)CC(=O)c2ccccc2)cc1	-2	1	-4	3	-1	-8	-9	4	3.1	-4
Cc1cc(N(C)C)ccc1[N+](=O)[O-]	-1	1	-1	-2	1	0	3	-11	-0.1	0
COc1ccc(CNC(=O)C2CCN(S(=O)(=O)c3ccc(Br)s3)CC2)cc1	0	0	1	-3	1	1	-7	5	0.2	6

Screening data as filed in PubChem BioAssay.

Only part of the results is shown. The share of hits here may be higher or lower than overall.
